Assay outcomes deposited in PubChem by National Center for Advancing Translational Sciences (NCATS).
TGFb inhibitor: inhibitors of TGF-b signaling. 410,000 tested, 1.2% active. Potency, µM (titrated, usually from 46.1 µM), inactives show at the highest dose activity, negative = inhibition, usual class: inhibitors. HepG2 CAGA-GFP TGF-b/SMAD3 reporter, GFP fluorescence, 18 h; TGF-beta stimulated, 500 pg/mL final; note: potency is the fitted concentration of half-maximal effect; % is set by controls: 0 for no effect and ±100 for the full control effect; nearly all actives have a fitted effect of over 65% in size
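First, reporter cells (HEPG2 CAGA-GFP) rested 2 h at 37 degrees C. Next, compounds were pinned in and TGF-beta added to 500 pg/mL final. After 18 h, GFP was imaged per cell and summed per well.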
CCT modulator: modulators of cytosolic chaperonin (CCT/TRiC) activity; purified chaperonin ATPase assay, HTRF ADP detection, 30 min; activity change, % (concentration not given with the values), hits read low; 360,000 tested, 0.3% active; in the data active = activity change below about -30%; note: % is set by controls: 0 for no effect and ±100 for the full control effect
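TRiC at 40 or 20 nM final (batch-dependent) in 30 mM Tris pH 7.4, 100 mM KCl, 5 mM MgCl2, 1 mM DTT, with compound at single 76 uM and 10 uM ATP, 30 min at 37 deg C. ADP detected by HTRF Transcreener, 665/615 ratio.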
EPAC2 antagonist: antagonists of human EPAC2 | AID 720708 | Potency, µM (top dose mostly 114 µM), for inactives: at the highest dose activity, negative = inhibition, usual class: inhibitors | EPAC2 GEF exchange of Rap1B-BODIPY-GDP, fluorescence | 360,000 tested, 0.18% active; note: potency is the fitted concentration of half-maximal effect; % is set by controls: 0 for no effect and ±100 for the full control effect; nearly all actives have a fitted effect of over 45% in size; many of its hits are not listed in these tables
Target sequence (Q8WZA2 whole entry, looked up): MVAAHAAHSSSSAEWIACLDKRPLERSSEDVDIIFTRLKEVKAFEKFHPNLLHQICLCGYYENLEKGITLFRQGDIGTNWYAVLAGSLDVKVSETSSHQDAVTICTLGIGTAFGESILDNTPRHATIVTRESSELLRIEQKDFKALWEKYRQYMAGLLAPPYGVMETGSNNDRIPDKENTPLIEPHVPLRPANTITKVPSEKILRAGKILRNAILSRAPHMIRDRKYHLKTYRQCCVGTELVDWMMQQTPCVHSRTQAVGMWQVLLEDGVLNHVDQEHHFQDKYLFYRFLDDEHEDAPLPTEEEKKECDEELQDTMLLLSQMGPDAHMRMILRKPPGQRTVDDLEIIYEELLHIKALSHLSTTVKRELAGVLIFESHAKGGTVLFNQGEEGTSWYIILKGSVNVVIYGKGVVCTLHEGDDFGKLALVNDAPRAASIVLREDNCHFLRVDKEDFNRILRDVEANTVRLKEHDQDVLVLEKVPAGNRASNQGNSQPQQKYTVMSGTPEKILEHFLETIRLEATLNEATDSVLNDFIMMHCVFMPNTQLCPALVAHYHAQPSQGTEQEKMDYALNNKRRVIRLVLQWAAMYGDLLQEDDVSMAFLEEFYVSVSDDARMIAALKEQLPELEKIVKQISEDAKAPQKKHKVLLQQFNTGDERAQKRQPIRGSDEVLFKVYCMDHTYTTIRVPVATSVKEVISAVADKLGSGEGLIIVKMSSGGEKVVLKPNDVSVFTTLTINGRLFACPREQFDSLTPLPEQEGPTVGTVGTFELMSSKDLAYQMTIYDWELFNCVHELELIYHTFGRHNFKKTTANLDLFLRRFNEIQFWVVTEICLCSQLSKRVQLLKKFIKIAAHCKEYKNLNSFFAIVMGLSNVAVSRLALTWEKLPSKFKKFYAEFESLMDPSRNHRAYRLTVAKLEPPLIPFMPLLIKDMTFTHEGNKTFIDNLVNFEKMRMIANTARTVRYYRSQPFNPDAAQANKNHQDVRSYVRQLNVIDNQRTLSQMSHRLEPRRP
Mm-Cpn inhibitor: M. maripaludis TRiC chaperonin inhibition; purified Mm-Cpn ATPase, ADP Transcreener TR-FRET; Potency, µM (titrated, usually from 76.9 µM), inactives show top-dose activity, negative = inhibition, most hits filed as inhibitors; 330,000 tested, 0.031% active; AID 504842; note: potency is the fitted concentration of half-maximal effect; % is set by controls: 0 for no effect and ±100 for the full control effect; nearly all actives have a fitted effect of over 80% in size
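Inhibition of chaperonin ATP hydrolysis is measured as reduced ADP production, detected by competitive TR-FRET in which signal falls with ADP. Final enzyme 25 nM and ATP 10 uM, reacted 30 min at 37°C.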
Akt phos inh: Akt phosphorylation inhibition. 360,000 tested, 0.32% active. Neuro2A IGF-stimulated pAkt S473 HTRF, 20 min; stronger effect = lower value. activity change, % for hits at 50 µM; in the data active = activity change below about -80%; inconclusive = mostly about -51% to -80%; note: % is set by controls: 0 for no effect and ±100 for the full control effect
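Single-point screen (50 µM final compound) in Neuro2A cells stimulated 20 min with 6 nM IGF at 37 deg C. After lysis, Ser473-phosphorylated Akt read by HTRF (ex 330 nm, em 615/665 nm) as the 665/615 ratio.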
Nrf2 activator: activators of Nrf2 (ARE) signaling; AREc32 ARE-luciferase reporter (MCF7-derived line), luminescence, 24 h; Potency, µM (highest dose often 46.1 µM), without a hit: top-dose activation, usual class: activators; 410,000 tested, 0.31% active; note: potency is the fitted concentration of half-maximal effect; % of control where 0% means no effect; nearly all actives have a fitted effect of over 65% in size
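AREc32 cells carrying an ARE-driven firefly luciferase reporter were seeded at 1000 cells/well in OPTI-MEM with 5% FBS, then exposed to compound for 24 hr at 37 deg C. Luminescence was read with Steady-Glo after 30 min at RT.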
EPAC2 ag: agonists of human EPAC2 (RAPGEF4) | Q8WZA2 | EPAC2 activation, biochemical qHTS; response scale: 100% = 6.5 mM cAMP response | Potency, µM (highest dose often 154 µM), for the others: at the top dose activation, most hits filed as activators | 360,000 tested, 0.079% active | AID 720711; note: potency is the fitted concentration of half-maximal effect; nearly all actives have a fitted effect of over 50% in size
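In this primary screen, activation is scored as increased exchange of BODIPY-GDP from Rap1B by 100 nM EPAC2, with 50 uM GDP as competitor. Signal is normalized to the 6.5 mM cAMP agonist control.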
A549 tox: A549 cytotoxicity, counter-screen for Nrf2 inhibitors; A549 ARE-Fluc cells, CellTiter-Fluor viability, 18-24 h; Potency, µM (highest dose often 46 µM), for inactives: at the highest dose activity change, negative = cytotoxicity, hits mostly inhibitors; 390,000 tested, 0.16% active; note: potency is the fitted concentration of half-maximal effect; % is set by controls: 0 for no effect and ±100 for the full control effect
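A549 ARE_Fluc cells in 5% FBS OPTI-MEM were exposed to compounds in concentration-response for 18-24 h at 37 deg C. Viability was read by CellTiter-Fluor fluorescence (Ex 405/Em 525) after 30 min, before the luciferase read.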
Nrf2 inh: inhibitors of Nrf2 signaling; 360,000 tested, 2.1% active; A549 ARE-Fluc reporter, luciferase luminescence, 18-24 h; Potency, µM (doses to about 46 µM), for inactives: at the top dose activity change, negative = inhibition, hits mostly inhibitors; AID 504444; note: potency is the fitted concentration of half-maximal effect; % is set by controls: 0 for no effect and ±100 for the full control effect; nearly all actives have a fitted effect of over 60% in size
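Nrf2 function is reported as luminescence of an ARE-controlled luciferase in A549 cells. Compounds were tested at several concentrations, and a CellTiter-Fluor read on the same wells flagged cytotoxicity.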
Starred values were filed as active, the others as inactive; i = inactive; ? = inconclusive; . = not tested or not shown; & = joins results of further samples; [ ] = remark or other dose. Unless noted, calls come from the whole dose curve; as a rule, active = well fitted curve in the direction sought with a large enough effect; inconclusive = small, poorly fitted or top-dose-only effect, or another doubt; inactive = no such curve, though single readings can be large; an effect the other way counts as inactive or inconclusive. The list is partial; rates above refer to the full screens.

SMILES	TGFb inhibitor	CCT modulator	EPAC2 antagonist	Mm-Cpn inhibitor	Akt phos inh	Nrf2 activator	EPAC2 ag	A549 tox	Nrf2 inh
COc1ccc(CNC(=O)C2(CC3CC(c4ccccc4)=NO3)CCN(C(=O)Cc3ccc(F)cc3)CC2)cc1 (stereo not given)	-25%	-1.5	9%	.	i	4.5%	14%	0%	2%
CCOc1ccc(N(C)S(=O)(=O)c2ccc(-c3ccc(=O)[nH]n3)s2)cc1	-6%	2.3	8%	-2%	i	-0.3%	-2%	12%	-5%
CCN(C(=O)c1cccc(S(=O)(=O)N2CCCCC2)c1)C1CCS(=O)(=O)C1 (stereo not given)	-4%	0.7	18%	0%	i	-0.1%	10%	-10%	4%
O=C(CSc1nc2ccccc2c(=O)n1-c1ccccc1Cl)Nc1cccc(S(=O)(=O)N2CCOCC2)c1	2%	-0.7	-3%	?	i	2.8%	17%	-9%	-29%
CC1=C(C(=O)Nc2ccccc2)C(c2ccc(C(C)C)cc2)N2C(=O)CSC2=N1 (stereo not given)	0%	0.8	-4%	1%	i	-0.6%	-16%	0%	30%
N#CC1(NC(=O)CN2c3cccc4cccc(c34)S2(=O)=O)CCCCC1	-13%	-0.9	25%	-2%	i	2.6%	10%	1%	-7%
CC(C)CNC(=S)NC(=O)c1ccc(Cl)cc1	-4%	-1.0	-5%	0%	i	3.8%	8%	9%	20%
Brc1cccc(-c2nnc3sc(CN4CCC5(CC4)OCCO5)cn23)c1	7%	-0.7	-3%	1%	i	0.6%	6%	-5%	?
CCOc1ccc(S(=O)(=O)N2CCC(C(=O)NCc3ccccc3CN3CCCC3)CC2)cc1	-1%	-2.7	1%	1%	i	-0.1%	7%	-2%	14%
Cc1nn(CC(=O)NC2C(=O)N3C(C(=O)O)=C(CSc4nnnn4C)CSC23)cc1Br (stereo not given)	18%	0.8	7%	2%	i	-0.7%	-3%	-1%	1%
Cc1cc(C(=O)CN2C(=O)c3cccc(N)c3C2=O)c(C)n1Cc1cccs1	4%	-0.2	-2%	-13%	i	2.8%	0%	-4%	?
O=C(CCc1nc2ccccc2c(=O)[nH]1)Nc1ccc(F)cc1	-3%	1.9	6%	1%	i	2.1%	12%	9%	0%
O=C(Nc1nnc(C2=COCCO2)o1)c1cccc(F)c1	-4%	-1.8	-3%	2%	i	1.6%	14%	-4%	?
CC(C)Cn1c(=O)c2c(nc3n2CCCN3CCc2ccccc2)n(C)c1=O	32%[activator]	-0.4	-6%	-1%	i	0.5%	0%	-3%	.
Cc1ccc(-c2noc(C3CCCN(C(=O)c4cccc(F)c4)C3)n2)cc1 (stereo not given)	?	-0.8	-10%	-2%	i	4.1%	-3%	0%	-23%
CC1CN(C(=O)COC(=O)/C=C/c2ccc(C(F)(F)F)cc2)CC(C)O1 (stereo not given)	2%	-1.2	3%	1%	i	2.2%	-7%	-3%	9%
CC(C)(C)NC(=O)c1nc2nc(-c3ccccc3)cc(C(F)(F)F)n2n1	-1%	-3.6	6%	2%	i	-0.3%	5%	-4%	0%
Cc1cccc(N2CN(Cc3ccco3)CNC2=S)c1C	1%	0.0	-21%	1%	i	-0.5%	12%	-9%	13%
CCOCc1nnc(NC(=O)COc2ccc3c(c2)OCO3)s1	-9%	-0.5	-3%	-1%	i	0.1%	13%	3%	4%
O=C(NNC(=O)c1ccncc1)Nc1ccc(Cl)cc1	-4%	-1.0	0%	.	i	0.4%	1%	-1%	13%
COCCn1c(CN2CCC(Cc3ccccc3)CC2)nc2c1c(=O)n(C)c(=O)n2C	22%	-4.3	5%	0%	i	2.3%	23%	-9%	.
CCCCOc1ccc(C(=O)NCC(=O)N2CCN(C(=O)c3ccco3)CC2)cc1	-10%	-0.4	3%	-1%	i	-0.1%	2%	-3%	-8%
O=C(COC(=O)CNC(=O)c1ccccc1F)Nc1ccc2c(c1)OCO2	?	-2.2	6%	-1%	i	-0.4%	4%	0%	0%
CC1(C)C(N(O)C(=O)Nc2ccccc2)N(c2cccc(Cl)c2)C(=O)N1O (stereo not given)	4%	-4.2	-3%	0%	i	-0.1%	15%	0%	-16%
FC(F)(F)c1ccc(Oc2ccc3ccccc3c2Br)nc1	?	1.2	-26%	-2%	i	2.9%	-3%	2%	-5%
COc1ccc(C2=CC(=O)CCC2)cc1	-18%	0.5	-8%	.	i	0.4%	-3%	1%	20%
CC(C(=O)NCCSCc1cccc(Cl)c1)N(c1ccccc1)S(C)(=O)=O (stereo not given)	13%&0%	-0.1	-5%	2%	i	0.5%&-0.3%	-4%	7%&1%	3%&-5%
CN1CCC(=NNC(=O)C(=O)NCc2ccccc2)CC1	-3%	-7.5	7%	-2%	i	-0.7%	3%	-1%	-8%
OC[C@H]1OC(O)[C@@H](O)[C@@H](O)[C@@H]1O (stereo not given in full)	1%	-8.3	-11%	-1%	i	-0.3%	-4%	-4%	18%
CCN(CC)C(=O)Cc1c(O)c2ccccc2[nH]c1=O	0%	-25	0%	-4%	i	-0.7%	1%	3%	6%

Reprinted at random: 2 entries already listed
SMILES	TGFb inhibitor	CCT modulator	EPAC2 antagonist	Mm-Cpn inhibitor	Akt phos inh	Nrf2 activator	EPAC2 ag	A549 tox	Nrf2 inh
CC(C)Cn1c(=O)c2c(nc3n2CCCN3CCc2ccccc2)n(C)c1=O	32%[activator]	-0.4	-6%	-1%	i	0.5%	0%	-3%	.
CCCCOc1ccc(C(=O)NCC(=O)N2CCN(C(=O)c3ccco3)CC2)cc1	-10%	-0.4	3%	-1%	i	-0.1%	2%	-3%	-8%

Later entries:
SMILES	TGFb inhibitor	CCT modulator	EPAC2 antagonist	Mm-Cpn inhibitor	Akt phos inh	Nrf2 activator	EPAC2 ag	A549 tox	Nrf2 inh
CCCSc1nc2sc3c(c2c(=O)n1-c1ccc(C)cc1)CCCC3	-3%	.	.	.	.	1.5%	.	2%	3%
C=CCn1c(SCC(=O)NC(=O)NC2CCCC2)nnc1C1CCCCC1	-3%	0.6	-2%	-1%	i	-1.1%	-11%	4%	4%
CC(C)Cc1nnc(NC(=O)CCC(=O)N2CCN(c3ccccc3F)CC2)s1	1%	-0.7	-2%	1%	i	-0.5%	1%	-1%	-24%
CCCS(=O)(=O)c1c(S(=O)(=O)CCC)c2ccc(C(N)=O)cn2c1C(=O)c1ccc(F)cc1	-1%	1.4	2%	0%	i	-1.0%	-8%	-1%	1%
Cc1noc(C)c1C(=O)Nc1ccc(F)cc1F	-23%	0.1	-2%	0%	i	-0.1%	-10%	-4%	.
Cc1cc(=O)oc2c(C)c(OCC(=O)NCCc3ccc(S(N)(=O)=O)cc3)ccc12	1%	1.5	6%	1%	i	-1.2%	-15%	0%	-9%
O=C(NCc1nc2ccccc2[nH]1)C1=C[C@H](C2CCCCC2)C[C@H](OCc2ccc(CO)cc2)O1	?	-2.0	4%	.	i	0.1%	-1%	-25%	?
COc1cccc(C2CC(c3ccc(Br)cc3)=NN2C(=O)c2ccncc2)c1OC (stereo not given)	?	-0.1	-7%	-20%	i	3.4%	16%	-15%	18µM*
NC(=O)COC(=O)c1ccc(Cl)c(S(=O)(=O)N2CCCCCC2)c1	-4%	-1.6	-1%	-3%	i	0.3%	-4%	-7%	1%
Clc1cccc(-c2ccc(/C=N/n3cnnc3)o2)c1	7%	-3.6	-1%	3%	i	0.6%	14%	-3%	?
O=C1CCCCC1Nc1ccc(Cl)cc1 (stereo not given)	-9%	-1.3	11%	.	i	2.6%	4%	8%	11%
Cc1c(C)n(CCCN(C)C)c2ncnc(NC3CCCCC3)c12	15%	-0.2	-2%	-1%	i	2.6%	9%	0%	21%
COc1ccc(C(O)(C(=O)NNc2ccc(C)cc2)c2cccs2)cc1 (stereo not given)	1%	-2.5	0%	0%	i	0.0%	12%	-1%	-11%
COc1cc(C(=O)N[C@H](C(=O)Nc2nnc(C3CC3)s2)C(C)C)cc(OC)c1OC	18%	1.3	8%	1%	i	1.0%	0%	14%	10%
Cc1occc1C(=O)N1CCCC(Nc2ccc(F)c(F)c2)C1 (stereo not given)	24%	-1.0	0%	2%	i	0.1%	4%	1%	5%
CCC(=O)N1CC2(CC(c3cccc([N+](=O)[O-])c3)=NO2)C[C@H]1C(=O)NCC(N)=O (stereo not given in full)	-5%	0.9	4%	-2%	i	-1.2%	6%	5%	-4%
C=CCn1c(SCc2ccc(C#N)cc2)nnc1-c1ccccc1	0%	0.7	-2%	1%	i	0.0%	-4%	14%	2%
O=C(NNc1nc2ccccc2s1)C1CC1	-4%	-1.4	1%	0%	.	-0.3%	4%	-12%	-1%
C=CCc1ccc(OCCCCOc2ccc(C(=O)O)cc2)c(OC)c1	10%	0.2	-16%	0%	i	0.2%	8%	-9%	?
Cc1ccc(Cn2c(C)c3cnn(CC(=O)NCCN4CCOCC4)c(=O)c3c2C)cc1	4%	0.0	-17%	.	i	-1.6%	6%	1%	-22%
CCC1(C)CC(C#N)(C#N)C(=O)NC1=O (stereo not given)	-3%	-2.2	1%	.	i	-0.1%	2%	.	.
Cc1nnc2sc(-c3ccc(N(C)C)cc3)nn2c1=O	-9%	-3.5	-1%	0%	i	2.6%	1%	-20%	9%
CC(NCCN(C)C)C1CCC2C3CCc4cc(O)ccc4C3CCC12C (stereo not given)	?	1.2	8%	.	i	5.0%	2%	?	13%
CCOC(=O)N1CCN(c2nc(C)c3c(n2)CCCC3=O)CC1	-29%	-1.2	5%	-2%	i	2.3%	3%	-6%	-13%

Some of these compounds in order of their number in Mm-Cpn inhibitor, smallest number first.
| smiles | Mm-Cpn inhibitor |
| --- | --- |
| CCC(=O)N1CC2(CC(c3cccc([N+](=O)[O-])c3)=NO2)C[C@H]1C(=O)NCC(N)=O (stereo not given in full) | -2% |
| Cc1nnc2sc(-c3ccc(N(C)C)cc3)nn2c1=O | 0% |
| C=CCn1c(SCc2ccc(C#N)cc2)nnc1-c1ccccc1 | 1% |
